Screening data from PubChem BioAssay.
Pf Dd2 inh = inhibitors of Plasmodium falciparum Dd2 growth; P. falciparum Dd2 growth, SYBR Green, 72 h; Potency, µM (highest dose often 28.9 µM), for inactives: at the top dose activity, negative = inhibition, hits mostly inhibitors; hit rate 4.3% among 120,000; active means well fitted inhibition curve with a large enough effect; inconclusive means small, poorly fitted or top-dose-only effect; inactive means no such curve, though single readings can be large or run the other way;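 further: plate controls were DMSO vehicle for no effect and reference drug for full effect; nearly all actives have a fitted effect of over 65% in size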
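Readout: SYBR Green fluorescence, 485 nm excitation, 535 nm emission, after ~16 h lysis at 37C. Before that, Dd2-infected red cells (2.5% hematocrit) grew 72 h with compound, 29 uM top final concentration.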
* = called active by the depositor; i = inactive; ? = inconclusive; [ ] = another dose, or the depositor's remark. Potency means the concentration at half of the fitted maximal effect.

structure,Pf Dd2 inh
COc1ccc(C(=O)N2CCC3(CC2)NC(=O)N(c2cccc(F)c2)N3)cc1,11µM*
Cn1c(Cn2ccnc2)nnc1C1CCN(S(C)(=O)=O)CC1,-6%
CCOc1ccc(C(=O)NC2CCN(c3cc(-c4cccs4)[nH]n3)CC2)cc1OCC,i
COCC1CN(C(=O)CCn2nc(C)cc2C)CC12CCOCC2 (stereo unspecified),30%
COc1cc(NC(=O)C2CCc3sc(C(=O)N4CCOCC4)cc3C2)cc(OC)c1 (stereo unspecified),i
O=C(O)CCn1ncc2cc(OCC3CCN(c4nccc(C(F)(F)F)n4)CC3)ccc21,-10%
O=C(NCCC1=CCCCC1)C1CCN(c2cnc3nccnc3c2)CC1,-9%
Cc1ccc(-c2cn(C3CN(C(=O)C4CCC4)C3)nn2)cc1,-18%
Cc1nc2c(C(=O)NCCc3ccccc3)c[nH]n2c(=O)c1Cc1ccccc1F,13%
O=C(c1ccc(C2CCNC2)cc1)N(Cc1ccccc1)CC1CCC1 (stereo unspecified),13µM*
CCc1ccc(N2C(=O)CC(c3cc(OC)ccc3OC)C3=C2COC3=O)cc1 (stereo unspecified),-26%
CCCCN(C)CCCNC(=O)C1CCN(S(=O)(=O)CC)CC1,9%
CCOC(=O)c1ccc(NC(=O)CC2C(=O)N(c3ccc(C)cc3)C(=O)N2C2CCCCC2)cc1 (stereo unspecified),15%
CCN1C(=O)C2(CCN(S(=O)(=O)c3ccc(C)c(F)c3)CC2)c2ccccc21,?
O=C(CC1CCCCC1)N1CC(c2nnc(-c3ccncc3)o2)C2(CCOCC2)C1 (stereo unspecified),0%
COc1ccccc1C(=O)n1nc(-c2cccnc2)nc1NCc1ccccc1,i
Cc1ccc(-c2nc(-c3cc4c([nH]c3=O)CC(C)(C)CC4=O)sc2C)cc1,-28%
Cc1ccc(-c2ncc(NC(=O)c3ccccc3F)cn2)cc1,i
CCOC(=O)c1ccc(NC(=O)C(Cc2ccccc2)NS(=O)(=O)c2ccc(Br)s2)cc1 (stereo unspecified),24%
Clc1ccc(-c2ccc(CNCCSc3nnnn3-c3ccccc3)o2)cc1,41%[activator]
Cc1cccc(CC(=O)N2CCC3(CC2)CC(N(C2CC2)S(C)(=O)=O)CCO3)c1 (stereo unspecified),i
COc1ccc([C@H]2C[C@@H](O)[C@@H](O)[C@@H]2NCc2cnn(C)c2)cc1,i
COCC(=O)NC[C@H]1C[C@@H]2CCN1C[C@@H]2c1cc(-c2ccccc2)nc(C)n1,i
CN1CC2(CCCN(CC3CC3)C2)c2cc(C(=O)NCCc3ccccc3)ccc21 (stereo unspecified),3.2µM*
Cc1ccc(N2CC(C(=O)Nc3ccc(Cl)cc3Cl)CC2=O)cc1 (stereo unspecified),37%[activator]
O=C(CCc1c[nH]c2ccccc12)N1CCC2(CCCCO2)CC1,5%
CCOc1ccc(C2CC(=O)Nc3[nH]ncc32)c(OCC)c1C (stereo unspecified),-17%
c1ccc(O[C@H]2COCCN(c3nc4ccccc4o3)C2)nc1,-11%[44.1 µM]
O=C(CN1C(=O)C(c2ccccc2)=NC12CCCC2)N1CCN(c2ccccc2)CC1,33%[activator]
CCc1nnc2ccc(NCc3ccc(F)cc3)nn12,7.1µM*

The list goes on.
structure,Pf Dd2 inh
COC(=O)c1ccc2c(=O)n(CCCCCC(=O)NCc3ccc(Cl)cc3)c(=O)[nH]c2c1,0%
Cc1ccc(S(=O)(=O)Nc2cc3c(cc2Cl)n(C)c(=O)c(=O)n3C)cc1,-11%
COc1cccc(-n2c(/C=C\c3ccc(Cl)cc3)nc3ccccc3c2=O)c1,?
O=S(=O)(N[C@@H]1C[C@H](Cn2cc(C3CC3)nn2)[C@@H](O)[C@H]1O)c1ccccc1,-25%[44.1 µM]
CN(Cc1ccc2nccnc2c1)C(=O)c1ccc(CCC(C)(C)O)cc1,0%
CCC(Sc1nc2cc(OC)c(OC)cc2c(=O)n1Cc1ccc(Cl)cc1)C(=O)NCCOC (stereo unspecified),22%
O=C(Cc1ccc(-n2cnnn2)cc1)N[C@@H]1COCC[C@@H]1OCc1ccccc1,2%
Cc1cc(C)nc(-n2nc(C)c3c2NC(=O)CC3c2ccccc2OC(C)C)n1 (stereo unspecified),?
C[C@@H](NC(=O)C1CC1)c1c(-c2ccc(F)cc2)noc1C(=O)O,i
CCN(Cc1ccncc1)C(=O)c1c(OCC2CC2)cc(=O)n2c1CCCCC2,?
CCN(C(=O)c1cc2c(=O)oc3ccccc3c2s1)c1ccc(C)c(C)c1,21%
CNC(=O)[C@@H]1CN(C(=O)CCc2cccc(OC)c2)C[C@H]1c1n[nH]c(C)n1,-4%
COc1ccc(C2(C(=O)N3CCC(c4ncc(C)n4C(C)C)C3)CC2)cc1 (stereo unspecified),i
COc1ccc(C(=O)COC(=O)c2cccc(NC(=O)c3ccc(OC)c(OC)c3)c2)cc1,?
CC1=C(C(=O)OC(C)C)C(c2ccccc2Cl)N2C(CC(=O)N3CCOCC3)=CSC2=N1 (stereo unspecified),i
COc1cccc(CCc2ccccc2C(=O)N2CC[C@H](CO)[C@@H](O)C2)c1,-7%
NS(=O)(=O)CCCC(=O)N1CCCC(CCc2ccccc2F)C1 (stereo unspecified),-11%
COCCNC(=O)c1ccc2c(c1)N(C)C(CC(=O)NC1CCC1)CO2 (stereo unspecified),-9%
O=C(c1ccc(C2CCCNC2)cc1)N1CCN(C2CCOCC2)CC1 (stereo unspecified),-3%
OCCOCCn1cnc(-c2ccccc2)c1-c1ccccc1Cn1cccn1,-11%
COc1ccc(C2(C(=O)N3CCC4(CC3)N(C)C(=O)CS4(=O)=O)CC2)cc1,-10%
Cc1c(C(N)=O)nnn1-c1ccc(Br)cc1,i
COc1cccc2cc(-c3nc4sc5c(c4c(=O)[nH]3)CCC(C(C)(C)C)C5)c(=O)oc12 (stereo unspecified),115%[activator]
CC(=O)Nc1ccc(CN2CC3CCC(C2)N3c2ccc(C(F)(F)F)cc2)cc1,?
COc1cc(NC(=O)Cn2ccc3ccccc3c2=O)cc(OC)c1OC,30%
O=C(CCc1ccccc1)N1[C@H]2CC[C@@H]1c1cnc(-c3ccc(F)cc3)nc1C2,?
CCC(Oc1ccccc1)C(=O)Nc1cc(-c2cccc(C)c2)nn1-c1ccccc1 (stereo unspecified),?
COc1ccc(CN2Cc3cc(NC(=O)c4ccccc4OC)ccc3OCC2=O)c(OC)c1,-3%
Cc1ccc(S(=O)(=O)N2CC(C(=O)NC3CCCCC3)C3(CCOCC3)C2)cc1F (stereo unspecified),?
CC(=O)Nc1ccc(CN2CCC3(COc4ccccc4C(=O)N3)C2)cc1 (stereo unspecified),?

In the list so far, these have an aryl thioether with sulfur outside any ring:
structure,Pf Dd2 inh
Clc1ccc(-c2ccc(CNCCSc3nnnn3-c3ccccc3)o2)cc1,41%[activator]
CCC(Sc1nc2cc(OC)c(OC)cc2c(=O)n1Cc1ccc(Cl)cc1)C(=O)NCCOC (stereo unspecified),22%

More entries
structure,Pf Dd2 inh
O=C(Cc1ccccc1)N(Cc1cccnc1)c1nc2ccc(Cl)cc2s1,?
Cc1cccc(CNC(=O)c2cc3n(n2)CC(c2ccc(Cl)cc2)OC3)c1 (stereo unspecified),i
Cc1ccc(NC(=O)N2CCC(N3C(=O)C4(CCCCC4)C3c3ccncc3)CC2)cc1C (stereo unspecified),?
CCC1CN(C(=O)N2CCC(C(=O)NCCc3cc(OC)ccc3OC)CC2)c2ccccc2O1 (stereo unspecified),-18%
CCOc1ccccc1NC(=O)CCn1cnnn1,10%
CCn1ccc(C(=O)N2CCC(F)(c3nc(-c4ccncc4)no3)CC2)n1,-8%
CNS(=O)(=O)c1cn(CC(=O)Nc2ccc(F)cc2F)cc1S(=O)(=O)NC,96%[activator]
CC[C@@H]1[C@@H](NC(=O)Cc2csc(C(C)=O)c2)[C@@H]2CCO[C@H]12,-2%
O=[S+]([O-])(Nc1ccccc1)c1ccc2c(c1)OCCN(Cc1ccc(F)cn1)C2,?
Cc1ccccc1C(=O)NC1CCN(c2cc(C(F)(F)F)ncn2)CC1,-23%
C[C@@H]1CN(C(=O)c2cccc(C#N)c2)CC[C@@]1(O)C1CCOCC1,-14%
COc1ccc2oc(-c3ccc(NC(=O)c4ccc(Cl)cc4Cl)cc3)nc2c1,2%
COc1cccc(CC(=O)N2CCCCCCNC(=O)[C@H]3CCC[C@H]32)c1,-27%
Cc1cc2c(-c3cccnc3)nc(-c3c(C)noc3C)cc2[nH]1,i
CC(C)NC(=O)c1ccc(CSc2nc3ccncc3n2Cc2cccc(F)c2)cc1,?
CNC(=O)C1(NC(=O)c2ccc(CCC(C)(C)O)cc2)CCCCC1,-7%
CCc1ccc(-c2nc(C3CC(=O)N(c4ccc(OC)cc4)C3)no2)cc1 (stereo unspecified),32%[activator]
CCCNC(=O)N1[C@H](c2cccs2)[C@@H](C)C(=O)[C@@H](C)[C@@H]1c1cccs1,-20%[5.79 µM]
COc1ccc(Cl)cc1NC(=O)c1cc2ccc3ccc(C)[nH]c3c2n1,11µM*
O=c1c2sc3ccccc3c2n(Cc2ccccc2F)c(=O)n1-c1ccccc1Cl,-7%
CCOc1ccc(NC(=O)C(=O)NCCc2sc(-c3ccc(C)cc3)nc2C)cc1,22%
COc1cccc(S(=O)(=O)N2C[C@@H](C(N)=O)[C@H](C3CCN(C)CC3)C2)c1,0%
CCCN(c1ccccc1F)S(=O)(=O)c1cc(-c2cc(C)no2)ccc1C,?
COc1ccc(CN2C(=O)CO[C@H]3CN(Cc4ccccc4)C[C@H]32)cc1,?
Oc1c(C(c2ccc(Cl)cc2Cl)N2CCCC2)sc2nc(-c3ccco3)nn12 (stereo unspecified),37%[activator]
CCn1cc(C(=O)N(C)Cc2ccccc2)c(=O)c2cc(S(=O)(=O)N3CCCCC3)ccc21,30%[activator]
CNC(=O)c1ccn2nccc2c1,0%[44.1 µM]
COC(=O)c1cccc(NC(=O)c2ccc3c(c2)N(C)C2CCCCCN2C3=O)c1 (stereo unspecified),?
CC(C)c1noc(-c2cn(C3CCN(C(=O)c4ccccc4F)CC3)nn2)n1,-24%
CC(C)c1nc(Cn2ncc(N3CCOC(CCN)C3)cc2=O)no1 (stereo unspecified),0%

(listing goes on)
structure,Pf Dd2 inh
O=C(c1ccc(Br)cc1)N(Cc1ccco1)c1ccccn1,36%[activator]
COCCN1C(=O)c2cccn2CC1CNC(=O)COc1ccc(C)cc1 (stereo unspecified),i
CCOc1ccc(-c2c(C)nn3c(C)c(C(=O)NCc4ccc(Cl)cc4)cnc23)cc1OCC,7%
OCC1(CN2CCCC2)CCN(Cc2ccccc2F)CC1,?
O=C(Cc1cccnc1)N1CCC(c2nc(C3CC3)no2)C1 (stereo unspecified),7%
CSc1ccc(CCNC(=O)c2cnn(-c3ccccc3)c2-n2cccc2)cc1,21%
COc1cc2c(cc1OC)CN(C(=O)C[C@@H]1CCNC[C@@H]1Cc1cc(-c3ccccc3)on1)CC2,?
CO[C@@H]1CO[C@H]2[C@@H]1OC[C@@H]2NS(=O)(=O)c1ccccc1C#N,10%[44.1 µM]
Cc1nc2c(c(-c3ccc(Cl)cc3)n1)CCN(C(=O)c1ccc(Cl)nc1)CC2,-21%
Cc1noc(C)c1S(=O)(=O)N(CC(=O)Nc1ccc(F)cc1F)c1ccc(C(C)C)cc1,?
O=C(N1CCCCC1)N1CCN(C2CCNCC2)C(=O)C1,0%
CN1CC(=O)N(C2CCCNC2)Cc2c(NCCCc3ccccc3)ncnc21 (stereo unspecified),-6%
COc1ccc2c(c1)C1(CCN(C(=O)COc3cccc(C)c3)C1)C(=O)N2C (stereo unspecified),-16%
O=C(NCc1cccc(Cl)c1)C1CCN(C(=O)c2sccc2-n2cccc2)CC1,-1%
COc1ccc(C2Cn3nnc(-c4noc(-c5ccccc5C)n4)c3CO2)cc1 (stereo unspecified),16%
COc1ccccc1CCc1nc(-c2nnn3c2COC(c2ccc(C)cc2)C3)no1 (stereo unspecified),?
COc1ccc(C2CC(=O)Nc3c2c(=O)[nH]c2nc4ccccc4n32)cc1 (stereo unspecified),8%
O=C(NCCOc1ccccc1)c1cnc2c(c1)N(C(=O)Cc1cccc(C(F)(F)F)c1)CCC2,?
c1cc(NCCN2CCCC2)ccn1,21%[44.1 µM]
CS(=O)(=O)N1CCCN(C(=O)Cc2cccs2)c2ccccc21,-16%
Cc1cc(SCC(=O)NCc2ccc(Cl)cc2)nc(=O)[nH]1,15%
COc1cc(CN(C(=O)c2ccc(C)cc2)C2CCS(=O)(=O)C2)cc(OC)c1OC (stereo unspecified),i
COCc1nc(C2CCCN(C(=O)c3cccc(F)c3)C2)no1 (stereo unspecified),34%
CS(=O)(=O)N1CC2(CCCN2C2COC2)Cc2ccccc21 (stereo unspecified),?
O=c1cc(-c2ccccc2Cl)nc(-c2ccc(CN3CCC[C@@H](O)C3)cc2)[nH]1,?
CCC(=O)N1CCc2cc(S(=O)(=O)NC(C(=O)NCCc3ccc(Cl)cc3)C(C)C)ccc21 (stereo unspecified),31%[activator]

The list is partial; rates above refer to the full screens.
